Peg3 promoter: reduces Peg3 promoter-driven luciferase expression in HeLa. HeLa PEG-Prom luciferase reporter, luminescence, overnight. inhibition, % at 20 µM. 360,000 tested, 1.7% active. AID 588405;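 active means inhibition of at least 50% at 20 µM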
iPSC survival up: hiPSC single-cell survival enhancement. ATPlite luminescence; 100% = ROCK inhibitor wells, 0% = DMSO. survival enhancement, % at 20 µM. 360,000 tested, 0.044% active; in the data active means survival enhancement above about 18%;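 further: cells exposed to compounds for 16 hours before the ATP read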
aDG glyco up: increases alpha dystroglycan glycosylation | activation, % at 10 µM | AID 624168 | Pro5-aDG cells, alpha-DG glycosylation AlphaScreen (IIH6); 0% Pro5, 100% B10-LARGE cell signal | 360,000 tested, 0.22% active;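 active means activation of at least 8% versus controls, or a plate z-score of at least 8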;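 further: Pro5 are CHO cells carrying HIG-tagged alpha-DG that lacks glycosylation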
MITF TRPM1 inh: reduces MITF-dependent TRPM1 promoter luciferase signal. SK-MEL-5 TRPM1 promoter luciferase, 24 h. inhibition, % at 12.5 µM. 330,000 tested, 0.83% active;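 active means mean inhibition across replicates of 60% or more, whatever share of single replicates reaches that level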; further: values of inactives mirror those of a sister screen read the other way
NR2E3 ag-1: agonists of human NR2E3 nuclear receptor. inhibition of corepressor binding, % at 3.98 µM. Q9Y5X4. 360,000 tested, 0.35% active. AID 602229. CHO-S Gal4-NCOR/VP16-NR2E3 two-hybrid, luciferase;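 active means inhibition above the mean of all tested compounds plus 3 SD, cut at about 70% in these data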;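 further: 0% = DMSO with NR2E3 transfected cells and 100% = cells lacking NR2E3 construct; higher means lower luciferase signal from less NR2E3 corepressor binding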
Target sequence (Q9Y5X4 whole entry, looked up, the tested form may be a part): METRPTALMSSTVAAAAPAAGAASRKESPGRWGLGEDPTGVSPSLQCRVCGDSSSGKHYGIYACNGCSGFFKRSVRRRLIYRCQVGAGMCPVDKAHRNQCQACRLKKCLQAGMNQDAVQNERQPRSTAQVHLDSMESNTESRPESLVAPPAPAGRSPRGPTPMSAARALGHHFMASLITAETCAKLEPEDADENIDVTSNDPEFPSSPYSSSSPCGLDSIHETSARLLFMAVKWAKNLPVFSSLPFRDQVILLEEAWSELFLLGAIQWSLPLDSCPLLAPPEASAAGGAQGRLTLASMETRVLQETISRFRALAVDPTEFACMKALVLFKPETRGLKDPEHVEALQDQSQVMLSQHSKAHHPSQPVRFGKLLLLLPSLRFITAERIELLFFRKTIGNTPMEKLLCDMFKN
TWEAK-Fn14 inh: inhibitors of TWEAK-Fn14 interaction signaling; TWEAK-stimulated Fn14 reporter cells, luciferase luminescence, 8 h; inhibition, % at 10 µM; 360,000 tested, 2% active; AID 1159606; in the data active means inhibition above about 50%
CF NFkB inh: inhibitors of cystic fibrosis induced NF-kB. KKLEB NF-kB-GFP reporter, PAF-induced, GFP fluorescence overnight. inhibition, % at 5 µM. 360,000 tested, 0.86% active. AID 588850;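 active means at least 50% inhibition at 5 µM, scaled per plate between neutral and stimulator controls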;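 further: PAF is a Pseudomonas aeruginosa culture filtrate used as stimulus; plate controls were PAF-stimulated DMSO wells for no effect and unstimulated DMSO wells for full effect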
KKLEB tox: counter-screen for CF NF-kB inhibitors: cytotoxicity. 360,000 tested, 0.36% active. activity change (cytotoxicity), % at 5 µM. KKLEB CF airway cells viability, ATPlite luminescence, overnight; stronger effect = lower value; cells stimulated with P. aeruginosa culture filtrate;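 active means corrected activity change at or below -50% at 5 µM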
Shn3 inh set2: inhibitors of Schnurri-3 3'UTR reporter in osteoblasts | Clone20 osteoblast Shn3 3'UTR firefly luciferase, 24 h | inhibition, % at 12.5 µM | 360,000 tested, 0.52% active | AID 588674;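 active means mean inhibition of at least 75% with every replicate also reaching 75%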;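 further: 0% = median of neutral control wells and 100% = pilot-screen positive control compound; some compounds past the cut are filed as inactive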
NR2E3 ag-2: agonists of human nuclear receptor NR2E3; Q9Y5X4; GST-NR2E3/biotin-RetCOR TR-FRET, 1536-well; inhibition of corepressor binding, % at 4.78 µM; 320,000 tested, 0.12% active; AID 2300;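 active means percent inhibition above the cutoff of mean plus 3 SD of all tested compounds, set per screening campaign, cut at about 20% in these data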;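 further: 0% = DMSO wells and 100% = biotin wells as full block of FRET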
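Material: NR2E3–RetCOR corepressor complex / Amount: 1.35 nM GST-NR2E3 / Medium: Tris pH 7.5 / Compound: single nominal compound dose of 4.8 µM / Incubation: 5 h at 4 °C / Technique: TR-FRET, Eu(K)-anti-GST donor, streptavidin-D2 acceptor, ex 340, em 617/671 nm / Read-out basis: percent loss of FRET ratio relative to control wells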
HIF-2a inh: HIF-2a inhibition; AID 624352; 786-0 RCC cells HIF-2a reporter, luciferase luminescence, overnight; inhibition, % at 18.8 µM; 360,000 tested, 0.72% active;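 active means inhibition of the luminescence signal of 40% or more relative to plate controls, in a single-dose primary screen at 18.75 µM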
An asterisk follows results filed as active; x = no result given; & = joins results of further samples.

#	structure	Peg3 promoter	iPSC survival up	aDG glyco up	MITF TRPM1 inh	NR2E3 ag-1	TWEAK-Fn14 inh	CF NFkB inh	KKLEB tox	Shn3 inh set2	NR2E3 ag-2	HIF-2a inh
1	COCCCn1cn[nH]c1=S	18	-1.4	6.3*	5	0	12	6	-2	3	0	13
2	CCOC(=O)C(CC)n1cnc2sc3c(c2c1=O)CCC3 (centres undefined)	1	-0.4	0.1	-4	-21	-3	2	-4	18	3	8
3	Cc1nc(C)c(CCNC(=O)c2cccc(Cl)c2)s1	3	-0.5	-0.1	-13	-22	-4	-8	13	-6	1	10
4	CC(Oc1ccc(Cl)cc1)C(=O)N1CCCc2ccccc21 (centres undefined)	10	-0.3	0.1	1	10	-8	-10	-3	5	-2	10
5	N#CCCN=C(NS(=O)(=O)c1ccccc1)c1ccccc1	17	-0.7	-0.1	-3	-27	36	12	4	-14	4	9
6	COc1ccc2nc(NC(=O)C3CCN(S(=O)(=O)c4cccnc4)CC3)sc2c1	14	-3.0	0.2	20	13	-6	22	-4	15	0	6
7	O=C(Nc1cccc2nsnc12)c1cccs1	-211&-43	-0.8&0.4	0.2&0.0	-58&0	-34&-5	7&13	-7&14	5&4	-88&-21	-3&-2	-294&-73
8	CCOC(=O)[C@]12CCCC=C1N(Cc1cccc3ccccc13)C(=O)[C@H](CC(=O)NCC1CCCCC1)C2	x	0.1	-0.1	x	-21	25	x	x	x	x	-69
9	O=C(CSc1nnc(-c2ccc(Cl)cc2)n1CC1CCCO1)NC1CCS(=O)(=O)C1 (centres undefined)	-8	-1.1	0.0	0	16	-15	-24	3	-7	2	8
10	O=C1NC[C@H](c2ccccc2)N(CC2CCCCC2)C1=O	14	-1.3	-0.1	-1	-19	-7	-3	13	1	7	12
11	O=C1CN(C(=O)c2ccc(Cl)c([N+](=O)[O-])c2)c2ccccc2N1	-18	0.0	0.0	-8	5	7	-1	3	-20	x	0
12	CCOC(=O)C1CCN(S(=O)(=O)c2cn(C)c(=O)n(C)c2=O)CC1	2	-1.2	0.1	x	3	-10	14	-16	15	0	1
13	Cc1ccc(NC(=O)COC(=O)CCc2c(C)nc3ncnn3c2C)cc1C	1	-1.9	0.0	10	-30	14	8	-8	2	x	5
14	COc1ccc(OC(=O)CCCN2C(=O)c3ccccc3C2=O)cc1	4	0.0	0.5	1	-5	-10	-5	3	7	0	19
15	COc1cc(CNC(C)(C)CO)cc(Br)c1OCc1ccccc1	0	-0.7	1.1	-23	3	5	15	-4	6	3	10
16	Cc1ccc(S(=O)(=O)NC2=NCCCCC2)cc1	10	-0.6	-0.2	8	-47	16	-3	5	43	4	9
17	CSc1ncc(Cl)c(C(=O)Nc2cccc(C)c2)n1	4	-0.1	0.1	14	-22	1	-10	4	-13	-1	-15
18	O=C(COc1ccc(Cl)cc1Cl)NCCCN1CCOCC1	6	3.0	0.0	1	-2	-5	-6	3	4	0	-20
19	C=CCOc1nc2c(c(=O)n(C)c(=O)n2C)n1Cc1ccccc1	2	-0.2	0.0	11	4	17	-1	2	36	4	8
20	Cc1onc(-c2ccccc2)c1C(=O)OCC(=O)Nc1ccc2c(c1)OCO2	-2	-0.6	0.4	x	2	4	2	15	9	2	16
21	CN(CCOC(=O)/C=C/c1ccccc1)C(C)(C)C	-5	-0.6	0.0	-2	2	-1	-2	-1	1	4	-4
22	CCN(CC)CCOCCOc1cc(C)c(Cl)c(C)c1	-6	2.1	0.2	-13	-4	-19	6	11	7	3	15
23	O=C1NC(c2ccc(F)cc2)Oc2ccccc21 (centres undefined)	-1	-0.2	0.0	5	-4	-1	15	9	12	0	9
24	CN(C)/C=C(\C=O)c1ncc(C(F)(F)F)cc1Cl	3	-0.6	-0.2	-5	-10	-12	7	-2	4	-1	2
25	Cc1ccc(S(=O)(=O)SC/C=C/CSS(=O)(=O)c2ccc(C)cc2)cc1	-5	0.6	-0.1	-8	8	8	43	21	-6	x	15
26	COCC(=O)Nc1ccc2c(c1)[C@@H]1C[C@H](CC(=O)NCc3ccccc3)O[C@@H](CO)[C@@H]1O2	7	8.6	-0.1	x	-18	-13	-6	-12	-4	x	10
27	O=C(c1ccc(F)cc1)C1CCN(C(=O)c2ccc(Cl)cc2)CC1	7	-0.8	0.4	12	9	5	-10	15	14	x	0
28	Cc1cc2c(ncn2Cc2ccccc2)c(N)c1C	-6	0.5	-0.1	7	-30	-4	5	-2	-24	2	-5
29	CCOC(=O)CCCn1ccc2cc(S(=O)(=O)N3CCCC3)ccc21	12	2.0	0.5	-7	-17	31	4	-4	4	0	1
30	COCCN(C(=S)Nc1cccc(Cl)c1C)C(C)c1ccco1 (centres undefined)	29	0.0	0.2	1	-4	6	11	-6	12	-5	25
31	C=CCn1c(-c2ccccc2)nc(=S)c2c1CCCC2	7	-0.5	0.0	3	-3	4	0	7	2	8	16
32	COc1cc(C(=O)Nc2nnc(S(=O)(=O)N3CCCCCC3)s2)cc(OC)c1OC	4	-0.6	-0.4	3	-12	5	-9	-3	-11	3	-1
33	Cc1ccc(-c2cc(C(=O)N3CC(C)CC(C)C3)c3ccccc3n2)o1 (centres undefined)	-6	0.1	-0.1	-9	-33	-3	4	0	10	3	44*
34	COCCn1cnc2c1c(=O)n(Cc1cc(C(C)=O)ccc1OC)c(=O)n2Cc1ccccc1	2	-0.5	0.2	-2	-36	2	11	-4	6	-2	16
35	Cc1ccc(N(C(=O)C2CCCC2)C2C=CS(=O)(=O)C2)cc1C (centres undefined)	1	-0.3	0.1	-13	-4	6	4	5	1	-1	3
36	CC(=O)N1CCOc2ccc(S(=O)(=O)NCc3ccc(F)cc3)cc21	-2	-0.5	-0.2	-2	-12	-21	-9	-5	-14	-4	-4
37	Cc1ccc2occ(/C=N/NC(=O)c3ccc(Cl)cc3)c(=O)c2c1	5	-0.3	-0.2	5	-38	42	46	6	1	5	12
38	Cc1nc(NC(=S)NC(=O)COc2ccc(Cl)cc2)ccc1Br	39	0.1	-0.1	32	0	0	17	-2	2	1	4

In the list so far, 15 contain a halogen:
#	structure	Peg3 promoter	iPSC survival up	aDG glyco up	MITF TRPM1 inh	NR2E3 ag-1	TWEAK-Fn14 inh	CF NFkB inh	KKLEB tox	Shn3 inh set2	NR2E3 ag-2	HIF-2a inh
3	Cc1nc(C)c(CCNC(=O)c2cccc(Cl)c2)s1	3	-0.5	-0.1	-13	-22	-4	-8	13	-6	1	10
4	CC(Oc1ccc(Cl)cc1)C(=O)N1CCCc2ccccc21 (centres undefined)	10	-0.3	0.1	1	10	-8	-10	-3	5	-2	10
9	O=C(CSc1nnc(-c2ccc(Cl)cc2)n1CC1CCCO1)NC1CCS(=O)(=O)C1 (centres undefined)	-8	-1.1	0.0	0	16	-15	-24	3	-7	2	8
11	O=C1CN(C(=O)c2ccc(Cl)c([N+](=O)[O-])c2)c2ccccc2N1	-18	0.0	0.0	-8	5	7	-1	3	-20	x	0
15	COc1cc(CNC(C)(C)CO)cc(Br)c1OCc1ccccc1	0	-0.7	1.1	-23	3	5	15	-4	6	3	10
17	CSc1ncc(Cl)c(C(=O)Nc2cccc(C)c2)n1	4	-0.1	0.1	14	-22	1	-10	4	-13	-1	-15
18	O=C(COc1ccc(Cl)cc1Cl)NCCCN1CCOCC1	6	3.0	0.0	1	-2	-5	-6	3	4	0	-20
22	CCN(CC)CCOCCOc1cc(C)c(Cl)c(C)c1	-6	2.1	0.2	-13	-4	-19	6	11	7	3	15
23	O=C1NC(c2ccc(F)cc2)Oc2ccccc21 (centres undefined)	-1	-0.2	0.0	5	-4	-1	15	9	12	0	9
24	CN(C)/C=C(\C=O)c1ncc(C(F)(F)F)cc1Cl	3	-0.6	-0.2	-5	-10	-12	7	-2	4	-1	2
27	O=C(c1ccc(F)cc1)C1CCN(C(=O)c2ccc(Cl)cc2)CC1	7	-0.8	0.4	12	9	5	-10	15	14	x	0
30	COCCN(C(=S)Nc1cccc(Cl)c1C)C(C)c1ccco1 (centres undefined)	29	0.0	0.2	1	-4	6	11	-6	12	-5	25
36	CC(=O)N1CCOc2ccc(S(=O)(=O)NCc3ccc(F)cc3)cc21	-2	-0.5	-0.2	-2	-12	-21	-9	-5	-14	-4	-4
37	Cc1ccc2occ(/C=N/NC(=O)c3ccc(Cl)cc3)c(=O)c2c1	5	-0.3	-0.2	5	-38	42	46	6	1	5	12
38	Cc1nc(NC(=S)NC(=O)COc2ccc(Cl)cc2)ccc1Br	39	0.1	-0.1	32	0	0	17	-2	2	1	4

Source: PubChem (several laboratories)
